HttQ103 aggreg = qHTS Multiplex Assay to Identify Dual Action Probes in a Cell Model of Huntington: Aggregate Formation (GFP). PC12 HttQ103-GFP aggregates, Acumen cytometry, 40 h. AID 1688, 2009. Potency, µM (series often up to 46.1 µM), for inactives: at the top dose activity change, negative = inhibition, hits mostly inhibitors. 220,000 compounds, 1.1% hits; note: potency is the fitted concentration of half-maximal effect; % is set by controls: 0 for no effect and ±100 for the full control effect; nearly all actives have a fitted effect of over 60% in size
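PC12 cells with ecdysone-inducible HTT exon1 Q103-GFP, induced by 100 nM tebufenozide, given compounds in a concentration series. GFP aggregates (1–25 um, 6 SD above background) counted in lysates by laser-scanning cytometry, 488 nm excitation.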
CBFb-RUNX1 inh = qHTS Assay for Compounds Blocking the Interaction Between CBF-beta and RUNX1 for the Treatment of Acute Myeloid Leukemia. Runt-related transcription factor 1 (Homo sapiens) + Core-binding factor subunit beta …. AlphaScreen CBFb-His/RUNX1-biotin binding, biochemical. Potency, µM (top dose mostly 59.8 µM), for the others: at the top dose activity, negative = inhibition, hits mostly inhibitors. 230,000 tested, under 10 active; note: % of control where 0% means no effect
Target sequence (Q01196 whole entry, looked up): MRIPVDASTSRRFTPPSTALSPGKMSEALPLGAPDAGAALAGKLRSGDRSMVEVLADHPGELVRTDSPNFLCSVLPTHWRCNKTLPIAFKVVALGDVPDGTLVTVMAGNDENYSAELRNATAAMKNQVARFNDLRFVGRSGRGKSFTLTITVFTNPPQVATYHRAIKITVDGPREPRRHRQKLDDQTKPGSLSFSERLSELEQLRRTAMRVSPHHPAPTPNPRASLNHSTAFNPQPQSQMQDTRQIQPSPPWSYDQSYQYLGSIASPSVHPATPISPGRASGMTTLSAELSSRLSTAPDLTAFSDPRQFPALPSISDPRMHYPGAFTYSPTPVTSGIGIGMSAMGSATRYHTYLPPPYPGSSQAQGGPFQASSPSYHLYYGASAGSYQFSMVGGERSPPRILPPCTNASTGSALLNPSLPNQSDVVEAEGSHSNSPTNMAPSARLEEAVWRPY
Target sequence (Q13951 whole entry, looked up): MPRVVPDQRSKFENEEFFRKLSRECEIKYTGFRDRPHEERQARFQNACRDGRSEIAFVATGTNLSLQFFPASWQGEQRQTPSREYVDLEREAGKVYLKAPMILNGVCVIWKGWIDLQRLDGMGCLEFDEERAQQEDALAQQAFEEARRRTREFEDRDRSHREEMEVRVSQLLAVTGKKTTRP
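CBF-beta (His) and RUNX1 (biotin), 30 nM each; 20 min preassociation; + compound, 15 min; + beads 50 ng each (Ni, streptavidin), 90 min; RT; AlphaScreen read.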
HTT ATP protect = qHTS Multiplex Assay to Identify Dual Action Probes in a Cell Model of Huntington: Cytoprotection (ATP); PC12 HTT-Q103 induced, cytoprotection, ATP luminescence, 40 h; Potency, µM (top dose mostly 56.4 µM), for the others: cytoprotection (ATP increase), hits mostly activators; 230,000 compounds, 0.14% hits;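 note: potency is the fitted concentration of half-maximal effect; % of control where 0% means no effect; nearly all actives have a fitted effect of over 45% in size; toxic huntingtin expression switched on by the ecdysone agonist tebufenozide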
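Readout: ATPlite luminescence (ATP level). Model: stable PC12, inducible Htt exon1 Q103-GFP. Inducer: tebufenozide, 100 nM final. Compounds: dose series. No G418 in medium.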
GAA glycogen mod = qHTS Assay for Inhibitors and Activators of Human alpha-Glucosidase Cleavage of Glycogen | Lysosomal alpha-glucosidase (Homo sapiens), P10253 | recombinant GAA, glycogen substrate, Amplex Red glucose oxidase fluorescence | Potency, µM (titrated, usually from 76.4 µM), without a hit: at the top dose activity change, negative = inhibition, usual class: inhibitors | 300,000 compounds, 0.38% hits;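 note: potency is the fitted concentration of half-maximal effect; 0% = full enzyme reaction and -100% = no-enzyme basal signal; the screen sought inhibitors and activators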
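qHTS, 1536-well; enzyme 4 nM final; cpd up to 77 uM; substrate bovine liver glycogen 30 ug; 50 mM citrate/phosphate pH 5.0, 0.01% Tween-20; 37 C, 40 min; Amplex Red detection 45 min RT; Hill fit → AC50.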
LMNA splice mod = qHTS Assay for Modulators of Lamin A Splicing; HeLa LMNA splicing GFP/RFP minigene ratio, 48 h; Potency, µM (highest dose often 46.1 µM), without a hit: at the top dose ratio change, negative = inhibition, usual class: inhibitors; 200,000 compounds, 0.01% hits; active = well fitted inhibition curve with a large enough effect in the signal ratio, with a control signal flat, not every such curve was filed as active; inconclusive = small, poorly fitted or top-dose-only effect, or effect the other way, or a change in a side signal; the % refers to the signal ratio; note: potency is the fitted concentration of half-maximal effect; % is set by controls: 0 for no effect and ±100 for the full control effect
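Read-out is the ratio of GFP to DsRed2 object intensity, acquired by 488 nm laser-scanning cytometry on HeLa lamin A-EGFP minigene reporter cells. Compound incubation 48 hrs at 37 °C in Opti-MEM with 2% FBS; DMSO 0.5% final.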
aGlu spleen mod = qHTS Assay for Inhibitors and Activators of Human alpha-Glucosidase From Spleen Homogenate; Potency, µM (highest dose often 79.9 µM), without a hit: top-dose activity change, negative = inhibition, actives largely listed as inhibitors; human spleen homogenate, 4-MU-alpha-glucoside fluorescence; 240,000 compounds, 0.006% hits; Lysosomal alpha-glucosidase (Homo sapiens), P10253;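 note: potency is the fitted concentration of half-maximal effect; 0% = enzyme with vehicle and -100% = no enzyme basal signal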
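Human spleen homogenate (1 ug) incubated with compounds and 1 mM 4-methylumbelliferyl-alpha-D-glucopyranoside in pH 5.0 citrate/phosphate buffer, 37 C, 40 min. Stopped at pH 10; 4-MU fluorescence (Ex 365/Em 440 nm); AC50 by Hill fit.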
GAA inh = qHTS Assay for Inhibitors of Human alpha-Glucosidase as a Potential Chaperone Treatment of Pompe Disease. Lysosomal alpha-glucosidase (Homo sapiens), P10253. purified human GAA, 4-MU-alpha-glucoside fluorescence. Potency, µM (doses to about 76.9 µM), without a hit: top-dose activity change, negative = inhibition, usual class: inhibitors. 200,000 compounds, 0.005% hits;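 note: potency is the fitted concentration of half-maximal effect; plate controls were uninhibited enzyme wells for no effect and no-enzyme background for full effect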
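Enzyme (4 nM final) mixed with compound (up to 77 uM), then 4-MU-alpha-D-pyranoside (400 uM final) added; 20 min at room temperature, pH 5.0. Reaction stopped at pH 10, fluorescence read, AC50 derived by Hill fit.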
* marks the source's active call; other numbers are inactive results; ? = inconclusive; nt = no result given; [ ] = another dose, or the depositor's remark. Unless noted, calls come from the whole dose curve; as a rule, active = well fitted curve in the direction sought with a large enough effect; inconclusive = small, poorly fitted or top-dose-only effect, or another doubt; inactive = no such curve, though single readings can be large; an effect the other way counts as inactive or inconclusive.

nr | SMILES | HttQ103 aggreg | CBFb-RUNX1 inh | HTT ATP protect | GAA glycogen mod | LMNA splice mod | aGlu spleen mod | GAA inh
1 | O=C(Nc1cc(Cl)ccc1Cl)c1ccc(-c2ccccc2)cc1 | 4.1% | 5.6% | -21.4%[10 µM] | 4.5% | 4.4% | -7.6% | 4.2%
2 | COc1ccc(-c2cn[nH]c2C)cc1OC | -2.4% | 1.8% | -22.9% | -1.9% | nt | 1.5% | 8.9%
3 | O=C(CCN1CCCC1)Nc1ccccc1 | 0.6% | -3.4% | 8.6% | 3.7% | ? | 7.6% | -2.3%
4 | CCCCn1c(O)c(N=NC(=O)c2ccncc2)c2cc(Br)ccc21 | 15.6% | 2.8% | -11.0%[10 µM] | 0.5% | -0.2% | 7.2% | -3.3%
5 | Cc1nn(C)c(Cl)c1CN1CCN(CC(C)C)C(CCO)C1 (stereo not drawn) | 6.3% | 7.9% | -24.4% | 5.2% | nt | -1.8% | -1.4%
6 | COc1cccc(CNC(=O)Cn2cc3c(n2)CCCCC3)c1 | -17.6% | -0.3% | -9.0% | -17.0% | 3.0% | 9.8% | -5.9%
7 | CCCCC(SCC(=O)Nc1ccccc1)C(=O)O (stereo not drawn) | -14.2% | 2.1% | -4.1%[0.074 µM] | -8.2% | -4.1% | -3.5% | 3.5%
8 | COC(=O)/C=C1\SC(=Nc2ccc(OC)cc2)NC1=O | -27.1% | 5.9% | -5.5% | -0.1% | -28.4%[46 µM] | -18.0% | 4.0%
9 | CC12CC3CC(C)(C1)CC(C(=O)NC(=S)N1CCCCC1)(C3)C2 | -15.5% | 1.3% | -0.5% | 4.4% | 1.3% | -8.7% | ?
10 | O=C(CCCSc1nc2ccccc2[nH]1)NCc1ccccc1Cl | -26.0% | 4.3% | -5.3%[10 µM] | 10.1% | -17.3% | -2.3% | 5.2%
11 | CCN1CCN(C(=O)CN(CC)S(=O)(=O)c2ccc(Cl)cc2)CC1 | 2.8% | 3.5% | -37.7% | 4.5% | 2.8% | -0.8% | -3.4%
12 | COc1ccc(OC)c(C2C(C(=O)Nc3cccnc3)=C(C)NC3=C2C(=O)CCC3)c1 (stereo not drawn) | 11.6% | 13.7% | 5.7%[10 µM] | -6.5% | -2.9% | -0.9% | 4.8%
13 | CC(=O)Nc1ccc(NC(=O)/C=C/c2ccc3c(c2)OCO3)cc1 | -5.9% | 11.2% | 2.4% | 18.9% | ? | -3.9% | 9.1%
14 | O=C(CN1CCN(Cc2ccccc2Cl)CC1)N/N=C/c1ccccn1 | 5.7%[9.22 µM] | -4.8% | 8.6%[10 µM] | 0.3% | nt | 3.2% | nt
15 | O=C(Nc1ccc(S(=O)(=O)NCC2CCCO2)cc1)c1cnccn1 (stereo not drawn) | -17.9%[9.22 µM] | 5.1% | -30.4%[10 µM] | -4.1% | 3.8%[46 µM] | -0.6% | 4.3%
16 | CCc1nc(CNC(=O)c2cc(OC)c(OC)c(OC)c2)no1 | 2.9% | 2.8% | -0.1% | 2.2% | 4.9% | -5.4% | 1.1%
17 | CCOC(=O)C(C)Sc1nc2c(cnn2-c2ccc(C)cc2)c(=O)[nH]1 (stereo not drawn) | 10.5% | -7.0% | 0.7%[10 µM] | 3.6% | -24.7% | -3.3% | 2.0%
18 | CCOc1ccc(OCC)c(-c2c(=O)n(OCc3ccc(Cl)cc3)c3ccccc3[n+]2[O-])c1 | -11.1% | -1.1% | 2.8% | -4.9% | -10.2% | -5.8% | -0.2%
19 | Cc1ccc(S(=O)(=O)N2CCC(=O)N(CCOCc3ccc(F)cc3)CC2)cc1 | -3.5% | -0.2%[2.36 µM] | nt | 4.3% | -23.3% | -6.8% | 6.7%
20 | CC(C)COc1cccc(C(=O)NC(=S)NCc2cccnc2)c1 | ? | -5.5% | -3.5%[10 µM] | 0.8% | -9.1% | -0.5% | 5.2%
21 | COc1ccc(C=O)cc1COc1ccc(C)cc1[N+](=O)[O-] | 15.9% | -1.4% | -34.7% | -1.5% | ? | -4.8% | -6.1%
22 | CCOc1ccccc1/C=C(\NC(=O)c1ccccc1)C(=O)NCCC(=O)O | -4.6% | 2.8% | nt | -8.0% | -7.2% | -2.0% | 3.6%
23 | CC(=O)N1C(c2ccccc2O)C[C@]2(C)CC(=O)NC12 (stereo partly drawn) | 13.6% | 2.4% | -4.7%[10 µM] | -4.3% | 12.0%[46 µM] | -2.2% | -4.6%
24 | O=C(/C=C/c1ccc(O)cc1)c1ccc(NC2=C(N3CCCCC3)C(=O)c3ccccc3C2=O)cc1 | -29.2% | -15.0% | -59.4%[inhibitor] | -18.5% | ? | -9.2% | 1.2%
25 | Fc1cccc(Cc2noc(CN3CCOCC3)n2)c1 | 4.1%[9.22 µM] | 7.8% | 2.1%[10 µM] | 13.1% | nt | 4.7% | nt
26 | O=C(COC(=O)C1CCN(S(=O)(=O)c2cccs2)CC1)c1ccccc1 | 4.8% | 7.4% | ? | 4.2% | 2.1%[46 µM] | -4.0% | 2.8%
27 | COc1ccc(Br)cc1CN(C)CC(=O)Nc1cc(Cl)cc(Cl)c1 | -15.5% | -2.9% | -4.0%[10 µM] | 2.0% | ? | 0.4% | -6.4%
28 | CCCn1c(N2CCN(C(=O)Nc3ccc(Cl)cc3)CC2)nc2ccccc21 | -0.3%[9.22 µM] | 1.9% | -3.6%[10 µM] | 4.0% | 7.7%[46 µM] | -3.1% | ?
29 | COc1ccc(NC(=O)c2nn(C34CC5CC(CC(C5)C3)C4)cc2[N+](=O)[O-])cc1 | 5.6% | -1.8% | -10.8%[10 µM] | -2.4% | ? | 6.8% | 8.5%
30 | C=CCn1c(SCc2ccccc2)nc2scc(-c3ccc(C)o3)c2c1=O | 5.7% | 0.1% | -8.1% | -2.9% | -2.2% | -4.9% | -11.5%
31 | Cc1cccn2c(CNCCSc3nccn3C)c(C(=O)N3CCCCC3)nc12 | 14.4%[9.22 µM] | 9.2% | 7.4%[10 µM] | -0.3% | nt | 1.7% | nt
32 | O=C(Cn1nc(C(F)(F)F)c2c1CCCC2)NCCN1CCOCC1 | 14.2% | -2.1% | 6.3%[10 µM] | 3.7% | -3.7% | 1.7% | -7.2%
33 | COC(=O)C1C(=O)NC(SC)=C(C#N)C1c1ccccc1F (stereo not drawn) | -6.0% | -5.0% | 2.1%[10 µM] | -14.7% | 2.2% | -2.2% | 0.4%
34 | Cc1ccc(S(=O)(=O)NC(=O)O[C@@H]2C(=O)c3cc(Br)ccc3O[C@H]2c2ccc3c(c2)OCO3)cc1 | nt | 4.5% | -41.9%[inhibitor] | nt | nt | -0.3% | nt
35 | O=C(Nc1cc(Cl)cc(Cl)c1)C(NCC1CCCO1)c1ccccc1 (stereo not drawn) | 17.0% | -2.7% | -13.9%[10 µM] | 3.8% | -14.3% | -3.8% | -3.3%
36 | Cc1cccc(C(=O)O/N=C(/c2ccccc2)c2ccncc2)c1 | nt | 1.8% | nt | -10.4% | 6.6%[46 µM] | -0.3% | 12.1%
37 | Cc1ccc(-c2[nH]ncc2/C=N/n2c(COc3ccccc3)nc3ccccc3c2=O)cc1 | 3.1% | ? | -22.5%[10 µM] | 12.9% | ? | -7.6% | -6.6%
38 | Cc1cccc(-c2n[nH]c(=S)n2/N=C/C=C/c2ccco2)c1 | -5.6%[9.22 µM] | -24.3% | 11.4%[10 µM] | -8.4% | nt | 0.6% | nt
39 | Cc1cc(OCC(O)CN2CCN(C)CC2)ccc1C(C)C (stereo not drawn) | -14.3% | 7.8% | -26.3%[10 µM] | -3.0% | 10.3% | 0.0% | -5.9%
40 | O=c1oc2ccccc2nc1/C=C(O)/C=C/c1ccc(F)cc1 | 1.3% | -2.1% | 10.1%[10 µM] | ? | ? | 1.1% | 1.9%
41 | CC(C)(C)n1nc2c(c1NC(=O)COc1ccc3ccccc3c1)CS(=O)(=O)C2 | ? | 1.4% | -21.5% | -8.6% | ? | -6.5% | -3.5%
42 | Cc1nc(NCc2ccccc2)c2nc(-c3ccccc3)n(C(C)CN(C)C)c2n1 (stereo not drawn) | nt | 9.8% | -10.3% | nt | nt | 10.0% | nt
43 | CCn1c(SCC(=O)c2cc(OC)ccc2OC)nc2c1c(=O)n(C)c(=O)n2C | 5.0% | 4.6% | -23.2% | 2.2% | 4.7% | 2.3% | 9.5%
44 | NS(=O)(=O)c1ccc(CCNC(=O)COC(=O)/C=C/c2ccc(Cl)cc2)cc1 | 5.9% | -2.1% | -34.9%[inhibitor] | 2.8% | nt | -14.6% | -17.2%
45 | O=C(COc1ccc(Cl)cc1)NC1CCSC1=O (stereo not drawn) | 5.6% | 0.3% | 17.8%[10 µM] | 4.8% | -2.5% | -5.1% | -1.1%
46 | NC1=NC(c2ccccc2Cl)n2c(nc3ccccc32)N1 (stereo not drawn) | -5.6% | -1.8% | 13.2% | 7.8% | 4.8% | -12.8% | 0.7%
47 | Cc1nn(CCc2n[nH]c(=S)n2C2CCCCC2)c(C)c1Br | 4.1% | 2.5% | 2.8% | -4.7% | 8.1% | 6.9% | -2.3%
48 | Cc1cc(C(=O)N/N=C/c2cccc([N+](=O)[O-])c2)c(C)n1-c1ccccc1 | -1.3% | -4.8% | -3.7%[10 µM] | 1.8% | ? | -2.1% | -10.4%

Arranged by the number under GAA glycogen mod (highest first): 3 of the compounds above
no. | SMILES | GAA glycogen mod
1 | O=C(Nc1cc(Cl)ccc1Cl)c1ccc(-c2ccccc2)cc1 | 4.5%
39 | Cc1cc(OCC(O)CN2CCN(C)CC2)ccc1C(C)C (stereo not drawn) | -3.0%
24 | O=C(/C=C/c1ccc(O)cc1)c1ccc(NC2=C(N3CCCCC3)C(=O)c3ccccc3C2=O)cc1 | -18.5%
